High-throughput results deposited in PubChem by several laboratories.
Rpn11 block: Rpn11 (PSMD14) deubiquitinase inhibitors, primary screen, biochemical, fluorescence polarization, uHTS. calls only at 20 µM. human 26S proteasome, Ub4-pepOG fluorescence polarization; 20S core pre-blocked with epoxomicin. 0.59% of 360,000 active. 26S proteasome non-ATPase regulatory subunit 14 (Homo sapiens), O00487;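 active means inhibition at 20 µM, scaled to each plate's controls, above about 33%, limit read from the data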
Target sequence (O00487 whole entry, looked up): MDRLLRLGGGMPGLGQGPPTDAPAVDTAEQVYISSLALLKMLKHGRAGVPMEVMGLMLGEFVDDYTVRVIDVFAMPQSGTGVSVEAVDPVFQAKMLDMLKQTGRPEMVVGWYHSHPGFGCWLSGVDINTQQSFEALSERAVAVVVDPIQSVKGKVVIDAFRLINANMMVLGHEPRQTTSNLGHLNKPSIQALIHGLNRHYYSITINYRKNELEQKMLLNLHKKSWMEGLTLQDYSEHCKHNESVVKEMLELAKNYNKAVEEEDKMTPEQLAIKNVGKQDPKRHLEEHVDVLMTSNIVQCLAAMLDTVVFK
Neddylation inh: inhibitors of cullin neddylation, primary screen, biochemical, TR-FRET, uHTS, NAE and Ubc12; NEDD8-conjugating enzyme Ubc12 (Homo sapiens) + NEDD8-activating enzyme E1 regulatory …; calls only at 25 µM; 0.58% of 360,000 active; in the data active means inhibition above about 36%
Rin1 Abl inh: inhibitors of Rin1-Abl protein binding, primary screen, biochemical, TR-FRET | AID 588664, 2011 | inhibition, % at 7.35 µM | 0.4% of 360,000 active | Tyrosine-protein kinase ABL1 (Homo sapiens) + Ras and Rab interactor 1 (Homo sapiens), …; in the data active means inhibition above about 5%, passing the limit was not always enough
NadD inh: inhibitors of S. aureus NadD, primary screen, biochemical, colorimetric, uHTS; 0.78% of 360,000 active; Nicotinate-nucleotide adenylyltransferase NadD (Staphylococcus aureus N315); inhibition, % at 20 µM; purified NadD enzyme, colorimetric absorbance read-out; in the data active means inhibition above about 26%; further: some compounds past the cut are filed as inactive
FAS-TE inh: FAS thioesterase domain inhibitors, primary screen, biochemical, fluorescence intensity, uHTS; recombinant FAS-TE, OMFH fluorogenic substrate, fluorescence endpoint; inhibition, % at 15 µM; 0.67% of 360,000 active;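 active means compounds whose normalised, plate-corrected inhibition of enzyme fluorescence in the single-dose primary screen is 50% or more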;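 further: 0% = DMSO with enzyme and 100% = substrate without enzyme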
CSN inh: inhibitors of CSN-mediated cullin deneddylation, primary screen, biochemical, fluorescence polarization, uHTS; inhibition, % at 12.5 µM; COP9 signalosome complex subunit 5 (Homo sapiens), Q92905; 0.38% of 360,000 active; Purified CSN, SCF-Nedd8-OG deneddylation;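 active means pattern-corrected inhibition above about 35%, with an unprinted fluorescence ratio check between 0.5 and 1.5, limit read from the data, passing the limit was not always enough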;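 further: 0% = enzyme with substrate and 100% = substrate without enzyme; some results filed as inactive read as strong as hits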
Target sequence (Q92905 whole entry, looked up, one chain of several): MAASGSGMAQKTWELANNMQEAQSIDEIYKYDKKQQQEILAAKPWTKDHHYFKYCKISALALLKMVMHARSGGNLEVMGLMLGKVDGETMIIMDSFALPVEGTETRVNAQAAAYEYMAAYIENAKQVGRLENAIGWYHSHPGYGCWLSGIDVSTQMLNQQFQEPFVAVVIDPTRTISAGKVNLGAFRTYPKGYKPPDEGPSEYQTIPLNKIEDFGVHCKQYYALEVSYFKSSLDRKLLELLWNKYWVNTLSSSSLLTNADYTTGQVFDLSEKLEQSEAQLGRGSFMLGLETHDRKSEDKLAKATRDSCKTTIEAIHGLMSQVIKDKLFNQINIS
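Test system: Human Csn5 produced in HEK293T cells | Compound: 12.5 µM single point | Times: 90 min, room temperature | Signal: Fluorescence polarization readout | Read-out basis: % inhibition of substrate cleavage by Csn5 | Controls: no-enzyme wells high, enzyme-with-substrate wells low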
PABP1 MLLE inh: inhibitors of PABP1 MLLE–PAM2 peptide binding, primary screen, biochemical, fluorescence polarization, FITC-PAM2, GST-MLLE. Polyadenylate-binding protein 1 (Homo sapiens), P11940. 0.36% of 360,000 active. inhibition, % at 20 µM; in the data active means inhibition above about 35%, passing the limit was not always enough;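 further: plate controls were DMSO wells with GST-MLLE for no effect and wells lacking GST-MLLE protein for full effect; some results filed as inactive read as strong as hits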
MT1-MMP act inh: blockers of MT1-MMP proenzyme processing, primary screen, HT1080 RFP-PRO-GFP cells, GFP/RFP fluorescence; GFP/RFP ratio fluorescence, overnight; percent of plate control window, DMSO zero; 0.061% of 360,000 active; GFP/RFP ratio change, % at 20 µM;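 active means GFP/RFP ratio change of at least 30% with cell ATP level not reduced by more than half and red fluorescence within 50% of control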; further: strong numbers were not always called active
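Compound: 20 µM single dose, 1% DMSO / System: HT1080 RFP-PRO-GFP cells / Controls: DMSO and RFP-L50D-GFP cell wells / Read-out basis: GFP/RFP fluorescence ratio / Schedule: overnight compound exposure at 37 °C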
SKN-1 inh: suppressors of acrylamide-induced Pgst-4::GFP reporter in worms, primary screen, SKN-1 inhibitor project, whole organism, uHTS, GFP/RFP fluorescence ratio, strain VP596; C. elegans VP596 Pgst-4::GFP/RFP ratio, 24 h; inhibition, % at 21.8 µM; 0.49% of 360,000 active;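 active means interference check ratio from 0.5 to 1.5 plus GFP to RFP signal ratio inhibition reaching or exceeding a fixed threshold, cut at about 30% in these data, passing the limit was not always enough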; further: some compounds called inactive have numbers as strong as hits
Starred values were filed as active, the others as inactive; i = inactive; . = not tested or not shown.

SMILES	Rpn11 block	Neddylation inh	Rin1 Abl inh	NadD inh	FAS-TE inh	CSN inh	PABP1 MLLE inh	MT1-MMP act inh	SKN-1 inh
O=c1[nH]c2nc(Br)[nH]c(=O)c2[nH]1	i	i	3	-3	-5	-3	9	-2	3
O=C(N/N=C/c1cccnc1)c1cc2ccccc2o1	i	i	1	-1	-8	-5	0	-3	-7
CCOC(=O)CN1C(=O)NC2(CCCc3ccccc32)C1=O (stereo not given)	i	i	2	4	-2	6	4	-2	3
CC(=O)Nc1ccccc1-c1ccc(C)o1	i	i	-5	-5	-6	5	2	8	2
CSc1ccccc1NC(=O)COC(=O)/C=C/c1ccco1	i	i	4	-1	4	10	0	3	0
COc1ccc(C(=O)Nc2ncccc2C)cc1S(=O)(=O)N1CCOCC1	i	i	1	1	-3	-3	9	-3	-6
CCOC(=O)C1=C(C)NC(C)=C(C(=O)OCC)C1C(=O)O	i	i	-3	-4	-7	0	5	3	1
CCCc1cc(=O)[nH]c2nnc(SCC(=O)NC3CCCC3)n12	i	i	0	-2	-8	-3	24	-1	8
CCn1c(=N)n(CC(=O)c2ccco2)c2ccccc21	i	i	0	3	-9	-6	9	-7	-21
Cc1ccccc1N=C1NC(=O)CC(c2ccccc2)S1 (stereo not given)	i	i	0	-5	1	3	-29	-2	6
CC1=Nc2cc(C(=O)NCCN3CCOCC3)ccc2Sc2c(C)ccc(C)c21	i	i	-4	-6	-2	3	-1	-2	10
CCN(CC(=O)Nc1ccccc1C(F)(F)F)C(=O)C1CC(=O)N(Cc2ccccc2)C1 (stereo not given)	i	i	1	8	-7	-1	10	-2	35*
CSc1ccc(CN(C)Cc2nc3ccccc3c(=O)[nH]2)cc1	i	i	-2	-6	-3	-4	2	-11	-20
Cc1cccc(NC(=O)CNC(=O)C23CC4CC(CC(Cl)(C4)C2)C3)n1	i	i	0	-3	0	-3	7	1	-13
CCn1cc(C(=O)N2CCN(Cc3ccc4c(c3)OCO4)CC2)c2cc(OC)c(OC)cc2c1=O	i	i	3	-2	-6	1	-6	-5	10
Cc1oc(-c2cccs2)[n+]([O-])c1C	i	i	0	-3	-5	-1	-1	-4	-1
O=C(c1cnc2ccc3ccccc3c2c1)c1cc(F)ccc1O	i	i	-1	-2	21	4	-3	-7	-7
CC(=O)c1ccc(N2CCN(C(=O)/C=C/c3cccs3)CC2)cc1	i	i	1	1	-2	-1	3	-3	-1
COc1cc2c(cc1OC)C(COc1ccc3c(C)cc(=O)oc3c1)N(C(=O)c1ccco1)CC2 (stereo not given)	i	i	-3	-11	18	-2	-3	6	7
COc1cc(NC(=O)COc2cccc(OC)c2)cc(OC)c1	i	i	0	-5	6	12	-1	2	11
O=C(O)CC(NC(=O)C1c2ccccc2Oc2ccccc21)c1ccc(OC2CCCC2)cc1 (stereo not given)	i	i	-3	3	33	-6	-2	-1	-1
COc1ccc(-c2c(C#N)c(N)nc3c2CCC3)cc1	i	.	2	0	18	1	-5	-2	4
O=C(O)C1C2C=CC(O2)C1C(=O)NCc1ccc2c(c1)OCO2 (stereo not given)	i	i	3	0	-7	2	-1	-1	6
CCOC(=O)N1CCN(S(=O)(=O)c2ccc(C(=O)Nc3sc4c(c3C(=O)OC)CCN(C)C4)cc2)CC1	i	i	-2	-8	0	-1	0	-4	9
Cc1cccc(N(CC(=O)NCC2CCCO2)C(=O)CNS(=O)(=O)c2ccc(Cl)cc2)c1 (stereo not given)	i	i	1	-17	-1	4	5	-3	16

Overlap with the part before: 6 compounds, then new ones.
SMILES	Rpn11 block	Neddylation inh	Rin1 Abl inh	NadD inh	FAS-TE inh	CSN inh	PABP1 MLLE inh	MT1-MMP act inh	SKN-1 inh
COc1cc(NC(=O)COc2cccc(OC)c2)cc(OC)c1	i	i	0	-5	6	12	-1	2	11
O=C(O)CC(NC(=O)C1c2ccccc2Oc2ccccc21)c1ccc(OC2CCCC2)cc1 (stereo not given)	i	i	-3	3	33	-6	-2	-1	-1
COc1ccc(-c2c(C#N)c(N)nc3c2CCC3)cc1	i	.	2	0	18	1	-5	-2	4
O=C(O)C1C2C=CC(O2)C1C(=O)NCc1ccc2c(c1)OCO2 (stereo not given)	i	i	3	0	-7	2	-1	-1	6
CCOC(=O)N1CCN(S(=O)(=O)c2ccc(C(=O)Nc3sc4c(c3C(=O)OC)CCN(C)C4)cc2)CC1	i	i	-2	-8	0	-1	0	-4	9
Cc1cccc(N(CC(=O)NCC2CCCO2)C(=O)CNS(=O)(=O)c2ccc(Cl)cc2)c1 (stereo not given)	i	i	1	-17	-1	4	5	-3	16
CCc1ccc(C(=O)NNC(=O)c2cccc(N3C(=O)CCC3=O)c2)cc1	i	i	-3	-5	-4	-2	11	-1	-2
CC(C)(CNCC(O)c1ccccc1)N1CCOCC1 (stereo not given)	i	i	-2	-2	0	0	-12	2	-8
COc1cccc(-c2nc(CS(=O)(=O)CC(=O)NCc3ccccc3OC)c(C)o2)c1	i	i	-2	-4	4	-2	10	1	4
c1ccc(CNc2cnccn2)cc1	i	.	2	-2	-4	8	4	-5	2
CCc1cccc2c1NC(=O)C21OCCO1	i	i	1	-2	-5	3	12	-2	-9
CCn1nc(C)cc1C(=O)N1CCCC(C(=O)c2ccc3ccccc3c2)C1 (stereo not given)	i	i	1	-2	-6	3	-14	2	-4
COC(=O)c1cc(Oc2ccc(C(=O)OC)cc2N)cc(C(=O)OC)c1	i	i	5	-2	8	6	1	2	-44
CC(=O)N1CCCc2cc(S(=O)(=O)N3CCCC(C(=O)Nc4cccc(C)c4)C3)ccc21 (stereo not given)	i	i	-4	3	2	-3	4	-1	11
COc1ccc(/C=N/NC(=O)CC#N)cc1Oc1nc(Cl)ncc1F	i	i	5	3	-5	-4	-24	-2	11
Cc1cc(C(=O)CSc2ncnc3ccccc23)c(C)n1C1CC1	i	i	1	0	4	-3	11	-8	14
CN(Cc1ccccc1)C(=O)c1ccccc1NC(=O)C1CC1	i	i	0	0	-7	-9	-5	-3	-8
CN(C(=O)COC(=O)c1ccc(Cl)cc1N)C1CCS(=O)(=O)C1 (stereo not given)	i	.	2	-4	-4	-2	-6	2	-15
Cn1cc(Br)c(-c2cccc(NC(=O)CC(C)(C)CC(=O)O)c2)n1	i	i	-1	0	-7	1	0	1	-6
Cc1cccc(OCC(=O)NCC(=O)N/N=C/c2ccc(O)cc2O)c1	i	i	-3	-2	0	0	2	3	4
Cc1ccc2[nH]c(=O)c(-c3nc4cc(C)ccn4c3NCc3ccco3)cc2c1	i	i	2	1	-4	0	-7	-5	27
COc1ccc(OCCn2nnc(-c3ccc(Cl)cc3)n2)cc1	i	i	4	1	10	-15	6	-1	-12
CCCCn1c(SCC(N)=O)nnc1-c1ccco1	i	i	0	-3	-8	2	13	-4	21
Cc1ccc(NC(=O)C(C)N2CCOCC2)c(C(=O)c2ccccc2)c1 (stereo not given)	i	i	4	-7	-3	-1	-8	3	-1
CCCCC1(C)NC(=O)c2c(C)sc(C(=O)OCC)c2N1 (stereo not given)	i	.	-6	-5	1	-2	5	-5	-18
CC(C)C(=O)NC(NC1CCS(=O)(=O)C1)C(Cl)(Cl)Cl (stereo not given)	i	i	1	-2	-3	-5	3	-3	2

Reformatted with values under each structure: entries from further up.
Results follow in this order: Rpn11 block	Neddylation inh	Rin1 Abl inh	NadD inh	FAS-TE inh	CSN inh	PABP1 MLLE inh	MT1-MMP act inh	SKN-1 inh
- CCCCn1c(SCC(N)=O)nnc1-c1ccco1
→ i	i	0	-3	-8	2	13	-4	21
- Cc1ccc(NC(=O)C(C)N2CCOCC2)c(C(=O)c2ccccc2)c1 (stereo not given)
→ i	i	4	-7	-3	-1	-8	3	-1
- CCCCC1(C)NC(=O)c2c(C)sc(C(=O)OCC)c2N1 (stereo not given)
→ i	.	-6	-5	1	-2	5	-5	-18

Entries above marked active in SKN-1 inh:
Compound	Rpn11 block	Neddylation inh	Rin1 Abl inh	NadD inh	CSN inh	PABP1 MLLE inh	MT1-MMP act inh	SKN-1 inh
CCN(CC(=O)Nc1ccccc1C(F)(F)F)C(=O)C1CC(=O)N(Cc2ccccc2)C1 (stereo not given)	i	i	1	8	-1	10	-2	35*

Rows are unselected; about 3.9% have a hit in one of these screens.
